High-throughput results from PubChem.
Large T inhibition: SV40 large T antigen inhibitors, biochemical (AID 1903) | SV40 large T antigen ATPase/helicase inhibition assay; higher % means a stronger effect | inhibition, % at 20 µM; hits with a dose series show IC50 in µM | 310,000 compounds, 0.39% hits; in the data active = a potency from the dose series; inconclusive = inhibition mostly from about 32% at the one dose, without a potency; inactive = the rest, 99 in 100 with inhibition below about 32%; note: strong numbers were not always called active
Yfh1-depleted yeast: mitochondrial function rescue without frataxin homolog – Friedreich's ataxia, plus single-dose screen, dose response (AID 1465); S. cerevisiae Yfh1-off respiration, WST-1 reduction, 72 h; higher fold induction means a stronger effect; one-dose fold induction at 50 µM; EC50 in µM for titrated hits; 220,000 compounds, 0.074% hits;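 active = fold induction of absorbance versus untreated yeast above a set limit, then at least 30% activation at any dose in follow-up; inconclusive = repeats straddling the limit, or above it without dose testing; inactive = fold induction below the set limit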;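 note: activators that raise dye reduction in frataxin-depleted yeast; strong numbers were not always called active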
WT yeast gro inh: growth inhibition of WT yeast, mitochondrial fusion screen | mitochondrial fusion phenotypic screen, WT strain | inhibition, % at 10 µM | 190,000 compounds, 2.1% hits | AID 1362; in the data active = inhibition above about 58%; tested in S. cerevisiae
West Nile antiviral: inhibition of WNV-induced cytopathic effect – cell-based, CPE readout (AID 1621); West Nile virus-infected cells, CPE inhibition; higher % means a stronger effect; one-dose CPE inhibition, % at 10 µM; IC50 in µM for titrated hits; 290,000 compounds, 0.02% hits; in the data active = a potency from the dose series; inconclusive = CPE inhibition mostly from about 3.7% at the one dose, without a potency; inactive = the rest, 99 in 100 with CPE inhibition below about 2.2%; note: strong numbers were not always called active
XIAP antagonists: small molecules displacing peptide from XIAP – biochemical, IAP family, fluorescence polarization (AID 1018); XIAP BIR domain, fluorescence polarization peptide displacement; higher % means a stronger effect; 200,000 compounds, 0.007% hits; displacement, % at 20 µM; hits with a dose series show IC50 in µM; in the data active = displacement above about 50%; note: a part of the inactive calls stands beside numbers as strong as those of hits
K1F lysis inhibition: protection from phage-mediated lysis, alamar blue read-out – E. coli UTI89, K1F phage, bacterial capsule biogenesis inhibitors (AID 488966); E. coli UTI89 K1F phage lysis, alamar blue, 2 h; higher % means a stronger effect; inhibition, % at 100 µM; hits with a dose series show IC50 in µM; 340,000 compounds, 0.02% hits;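 active = phage lysis inhibition, versus mean bacterial control, above a set limit; inconclusive = no clear call, values can overlap the other calls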;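 note: capsule biogenesis inhibitors block K1F phage lysis so surviving cells raise fluorescence; higher fluorescence means more inhibition of phage lysis; actives were called in the ten point dose series up to 300 µM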
Dengue-2 NS5 capping: Dengue-2 NS5 methyltransferase inhibitors, primary screen, biochemical, confirmation dose response (AID 588689). Dengue-2 NS5 methyltransferase capping enzyme assay, biochemical; higher % means a stronger effect. one-dose inhibition, % at 25 µM; IC50 in µM for titrated hits. 340,000 compounds, 0.3% hits; in the data active = a potency from the dose series; inconclusive = inhibition above about 29% without an active follow-up result
RSV CPE inhibition: inhibition of RSV-induced cytopathic effect – HEp-2 cells, primary 10 µM value included (AID 2391); HEp-2 cells, RSV-induced CPE inhibition; higher % means a stronger effect; CPE inhibition, % at 10 µM, or IC50 in µM where a hit was titrated; 310,000 compounds, 0.13% hits; in the data active = a potency from the dose series; inconclusive = CPE inhibition mostly from about 23% at the one dose, without a potency; inactive = the rest, 99 in 100 with CPE inhibition below about 21%; note: strong numbers were not always called active
CSM14.1 death rescue: rescue of cells from ER stress-induced death, primary screen, 384-well, CSM14.1, thapsigargin, ATP luminescence (AID 1222); CSM14.1 thapsigargin-induced death rescue, ATP luminescence; higher % means a stronger effect; cellular ATP content (survival), % at 20 µM; hits with a dose series show EC50 in µM; 190,000 tested, under 10 active;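 active = EC50 below 50 µM in the dose-response confirmation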;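 note: death triggered by thapsigargin at about 15 µM added after 2 h compound pretreatment; cell ATP read after overnight thapsigargin exposure of roughly 18 to 22 hours; normalized against plate controls of thapsigargin alone and 5% DMSO vehicle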
WT yeast gro inh mutant strain: second read-out of WT yeast gro inh, no call of its own (marks repeat the call); inhibition, %; mitochondrial fusion phenotypic screen, mutant strain inhibition
Dengue-2 NS5 capping pilot replicate: second read-out of Dengue-2 NS5 capping, no call of its own (marks repeat the call); inhibition, %; measured here: pilot screen replicate inhibition
* marks the source's active call; other numbers are inactive results; i = inactive; ? = inconclusive; · = not tested or not shown; [ ] = remark or other dose. This is a random part of the collection (roughly 2.2% active in at least one column).

SMILES	Large T inhibition	Yfh1-depleted yeast	WT yeast gro inh	WT yeast gro inh mutant strain	West Nile antiviral	XIAP antagonists	K1F lysis inhibition	Dengue-2 NS5 capping	RSV CPE inhibition	CSM14.1 death rescue	others
CC1(C)C(=O)C2(CCCC2)C(=O)OC1c1ccco1 (stereo not drawn)	2%	i	-13	-8	0.4%	0.3%	0.2%	-2%	4.1%	-3.4%
O=C(O)c1cccc(NC(=O)c2cn(-c3ccccc3)nc2-c2cccc(Br)c2)c1	10%	·	·	·	0.7%	·	-0.3%	8%	18%	·	Dengue-2 NS5 capping pilot replicate=3.3
NS(=O)(=O)c1ccc(NC(=O)NC2CCCCC2)cc1	5%	·	5	16	·	-4.1%	0.2%	1%	1.8%	-3.5%
Cc1ccc(S(=O)(=O)Nc2cccc(CP(=O)(c3ccccc3)c3ccccc3)c2)cc1	6%	i	·	·	-0.9%	·	-0.2%	-8%	1.2%	·
C=CCOC(=O)C1=C(C)Nc2nnnn2C1c1cccs1 (stereo not drawn)	1%	i	-10	10	0.6%	-5.7%	7.4%	-1%	-0.7%	-1.1%
CN(C)/C=C1\SC(=S)N(c2ccc(Br)cc2)C1=O	20%	i	·	·	-0.2%	·	-1.1%	?	·	·
CCn1cc(CN2CCN(Cc3ccccc3)C(CCO)C2)c2ccccc21 (stereo not drawn)	6%	·	·	·	-0.9%	·	-2.8%	1%	-1.8%	·
C#CCOCCOCCOCCNc1nc(N2CCN(C(=O)[C@H](C)n3cc(CCCN=C(N)N)nn3)CC2)nc(N2CCN(C(=O)[C@H](C)n3cc(CCCN=C(N)N)nn3)CC2)n1	16%	i	-26	3	0.0%	-4.1%	-0.5%	-1%	-1.5%	i
COc1ccc(CCN(C)C2CCCN(S(=O)(=O)c3ccc(C)cc3)C2)cc1OC (stereo not drawn)	5%	·	·	·	-1.7%	·	0.1%	-1%	-0.3%	·
COc1cccc(NC(=O)Nc2cc(C(=O)NC(C)C)ccc2N2CC3CC(C2)c2cccc(=O)n2C3)c1 (stereo not drawn)	13%	·	·	·	0.0%	·	0.1%	-4%	0.9%	·
Clc1ccccc1-c1cc(COc2ccc3ccccc3c2)no1	9%	i	19	23	0.2%	-10%	-0.5%	-6%	9.5%	-1.0%
O=C(CSc1nnc(CNC(=O)c2ccccc2)o1)c1ccc(Cl)cc1	14%	·	·	·	-0.4%	·	0.0%	-3%	2.0%	·
CCCCCCCCSc1nnc2[nH]c(=O)cc(N)n12	9%	i	-7	7	0.0%	-3.8%	-1.4%	-2%	8.1%	-0.4%
CCOC(=O)[C@@H]1[C@H]2COc3cc(OC)ccc3[C@@H]2N2C(=O)N(c3ccc(Cl)cc3)C(=O)[C@]12C	6%	i	·	·	-0.9%	·	1.0%	-4%	0.2%	·
CCCN1CCN(C(=O)C(C)n2nc(C)c3sc4ccccc4c3c2=O)CC1 (stereo not drawn)	7%	·	·	·	-0.8%	·	-0.1%	6%	0.7%	·
COc1ccc(OC)c(NC(=O)Cc2coc3ccc4ccccc4c23)c1	4%	i	46	50	-0.1%	1.0%	3.7%	5%	?	-3.9%
COc1cc(OC)cc(-c2nc3cc(C)ccc3o2)c1	5%	i	0	-9	0.5%	·	0.4%	-3%	18%	-0.3%	Dengue-2 NS5 capping pilot replicate=2.7
C=CCNC(=O)C1CC(=O)N(c2ccc(Br)cc2)C1 (stereo not drawn)	2%	i	11	-9	0.6%	-3.9%	6.8%	-3%	0.1%	-1.0%
O=c1c2ccccc2nc(SCc2cc(=O)n3ccsc3n2)n1CCCO	7%	i	3	-7	0.5%	-4.5%	·	·	·	-1.4%
Cc1cc(C(=O)NNC(=O)c2ccc(S(=O)(=O)N(C)C)cc2)c(C)o1	7%	i	-21	-12	0.1%	0.9%	2.2%	-4%	2.6%	-0.8%
CC1CC(C)CN(CC(=O)c2cccs2)C1 (stereo not drawn)	25%	i	-6	-12	0.1%	-0.5%	1.7%	4%	1.4%	-0.1%
O=C(c1cnc(N2CCN(c3ncccn3)CC2)c2ccccc12)N1CCN(c2ccccn2)CC1	1%	i	10	23	0.4%	-5.0%	0.6%	2%	3.4%	-1.0%
CCOC(=O)C(=O)Cc1nc2ccccc2s1	10%	i	·	·	-0.3%	·	0.7%[50 µM]	-8%	1.4%	·
Clc1ccc(-c2cc(-c3nnc4n3CCCCC4)c3ccccc3n2)cc1	23%	i	25	11	-0.8%	-3.6%	1.1%	-4%	8.6%	6.5%
CC(CCc1ccccc1)NCc1ccncc1 (stereo not drawn)	8%	i	2	-1	0.2%	-2.9%	1.2%	0%	-1.4%	-1.3%
COc1ccc(OC)c(NC(=O)COC(=O)CN(C)S(=O)(=O)c2ccc(C)cc2)c1	9%	i	-23	-3	0.6%	-7.6%	1.0%[50 µM]	5%	0.2%	-0.5%
Cc1cc(NC(=O)Cc2cn3ccsc3n2)n(-c2ccccc2)n1	17%	i	0	-7	0.3%	-4.7%	0.2%	-10%	0.5%	-1.8%
O=c1c2c(nc3c(-c4ccccc4)c[nH]n13)CCC2	12%	i	26	31	0.0%	-3.3%	0.2%	-2%	3.5%	-0.8%
CC[C@H](C)[C@@H]1NC(=O)c2cc([N+](=O)[O-])cc(F)c2NCCCC[C@@H](C(N)=O)NC(=O)[C@H](CC(N)=O)NC1=O	8%	i	2	-11	-0.3%	-4.0%	2.5%	8%	1.7%	4.8%
O=C(CSc1nnc(-c2ccc(O)cc2)o1)Nc1ccc2c(c1)OCCO2	2%	i	0	-10	0.6%	-4.3%	1.8%	6%	3.9%	-2.1%
CC(=O)N=c1c(C#N)cc2c(=O)n3ccccc3nc2n1CCCOC(C)C	12%	i	·	·	-0.5%	·	·	·	1.9%	·
CC(=O)c1cccc(NC(=O)c2c(F)c(F)c(F)c(F)c2F)c1	7%	i	6	8	0.1%	-3.3%	0.8%	0%	0.7%	0.4%
O=C(CCC(=O)N1CCN(c2ccc(O)cc2)CC1)c1cccs1	5.5µM*	i	·	·	0.4%	·	0.6%	2%	-0.2%	·
O=C(Cn1nnc2ccccc2c1=O)N[C@H](C(=O)O)c1ccccc1	11%	i	·	·	0.4%	·	0.3%	0%	0.0%	·
CCOC(=O)[C@@H]1[C@H]2COc3cc(OC)ccc3[C@@H]2N2C(=O)N(c3ccc(Br)cc3)C(=O)[C@@]12C	5%	·	·	·	-1.9%	·	2.1%	1%	0.6%	·
Cc1ccc(S(=O)(=O)NC2CCCCCC2)cc1C(N)=O	1%	·	·	·	0.9%	·	-0.3%	-5%	2.2%	·
c1ccc(-c2cnc(SCCN3CCOCC3)n2CC2CCCO2)cc1 (stereo not drawn)	-1%	i	-10	-5	-0.9%	-5.4%	0.1%	2%	1.3%	-2.2%
COc1ccc(CNC(=O)CCS(=O)(=O)c2ccc3c(c2)NC(=O)CS3)cc1	10%	·	·	·	-0.1%	·	0.1%	-11%	0.4%	·
CCC(C)(C)c1ccc(Oc2ccc(N)cc2)cc1	11%	i	89*	23*	-0.6%	-4.8%	0.0%	-4%	·	-0.1%
O=C(/C=C/c1ccco1)NC(=S)Nc1cc(C(F)(F)F)ccc1N1CCOCC1	19%	i	14	7	-0.9%	-11%	0.2%	1%	1.4%	-2.9%
CC(=O)Nc1ccc(C2Nc3ccccc3C(=O)N2C2CCCCC2)cc1 (stereo not drawn)	9%	i	4	-5	-0.4%	-7.3%	0.6%	2%	2.2%	8.9%	Dengue-2 NS5 capping pilot replicate=4.2
Cc1ccc(C)c(NC(=S)NC(NC(=O)OCc2ccccc2)C(Cl)(Cl)Cl)c1 (stereo not drawn)	17%	i	-9	13	-0.7%	-6.0%	0.3%[50 µM]	-11%	4.1%	0.6%
O=C1c2ccc([N+](=O)[O-])cc2C(=O)N1c1ccc([N+](=O)[O-])cn1	6%	·	·	·	·	·	?	5%	-1.5%	·
COc1cccc(NC(=O)CCN2CCOCC2)c1	5%	·	·	·	0.5%	·	0.7%	7%	2.4%	·
O=C(NCC(=O)N(c1cccc(F)c1)C(C(=O)NC1CCCC1)c1cccnc1)c1ccco1 (stereo not drawn)	4%	·	·	·	-0.5%	·	0.2%	-7%	0.2%	·
CCCCC1CCC(C(=O)NC2CCS(=O)(=O)C2)CC1 (stereo not drawn)	2%	i	-6	0	0.1%	-7.5%	1.2%	-1%	2.2%	-1.0%
CCCc1cc(C(=O)Nc2ccc(F)cc2F)no1	4%	i	3	-2	-0.1%	-2.5%	-0.2%	-6%	2.3%	-1.4%
COc1ccc(NC(=O)c2ccc(-c3nn(C)c(=O)c4ccccc34)cc2)cc1C(N)=O	17%	i	·	·	0.9%	·	0.1%	-12%	-0.1%	·
N#C/C(=N\Nc1ccccc1F)C(=N)N1CCCCC1	8%	i	-15	-3	-0.8%	-1.3%	-0.2%	-2%	0.5%	-2.3%
CC1(C)O[C@@H]1COc1c2ccoc2cc2oc(=O)ccc12	7%	i	-3	-7	-0.3%	0.1%	0.7%	-7%	-0.1%	2.2%
CCn1c(SCC(=O)NCCc2ccccc2)nnc1-c1cccs1	14%	i	-3	-10	-1.0%	-6.2%	0.3%	-2%	1.1%	-1.4%
CCc1ccc(/C=C2\SC(=S)N(CCC(=O)Nc3cc(C)on3)C2=O)cc1	14%	i	-3	11	-1.0%	-2.4%	-0.2%	17%	0.0%	-1.9%
CCOC(=O)c1sc2nc(CC(=O)OC)nc(NCCN3CCOCC3)c2c1C	11%	i	7	1	-0.3%	7.1%	-0.6%	-1%	·	·
CN(Cc1ccccc1)C(=O)c1ccc2c(c1)OCO2	-1%	i	-9	7	-0.6%	-6.0%	0.1%	1%	0.3%	-1.7%
O=C(Nc1nccs1)c1ccc(Br)c(S(=O)(=O)N2CCCC2)c1	21%	·	·	·	-0.7%	·	-0.2%	-6%	12%	·

Among those listed so far, these contain an NH in an aromatic ring:
SMILES	Large T inhibition	Yfh1-depleted yeast	WT yeast gro inh	WT yeast gro inh mutant strain	West Nile antiviral	XIAP antagonists	K1F lysis inhibition	Dengue-2 NS5 capping	RSV CPE inhibition	CSM14.1 death rescue	others
CCCCCCCCSc1nnc2[nH]c(=O)cc(N)n12	9%	i	-7	7	0.0%	-3.8%	-1.4%	-2%	8.1%	-0.4%
O=c1c2c(nc3c(-c4ccccc4)c[nH]n13)CCC2	12%	i	26	31	0.0%	-3.3%	0.2%	-2%	3.5%	-0.8%
